Assay outcomes (PubChem)
Wee1 degr inh = Wee1 degradation inhibitors, primary screen, cell-based, HeLa, Wee1K328M-luciferase, luminescence | Wee1-like protein kinase (Homo sapiens), P30291 | HeLa Luc-Wee1K328M stability; 100% = proteasome inhibitor MG132 effect | reporter increase, % at 5 µM | actives 1.2% (n = 220,000);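 active means activation above the mean of all tested compounds plus 3 SD, set per screening run, cut at about 8.8% in these data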;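 further: cells exposed to compound for 20 h before luminescence read; 0% = DMSO alone and 100% = MG132 at 30 µM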
Thrombin inh = human alpha-thrombin inhibitors, primary screen, counter-screen for coagulation protease inhibitor project, biochemical, 1536-well, fluorogenic AMC substrate. Boc-VPR-AMC fluorogenic substrate cleavage. inhibition, % at 5 µM. actives 0.26% (n = 220,000);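 active means inhibition at or above 40%; inactive means inhibition below 40%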;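 further: 0% = enzyme with no compound and 100% = wells without enzyme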
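Material: human alpha-thrombin protein; Also added: Boc-VPR-AMC substrate, 15 µM final; Timing: enzyme reaction carried out at room temperature; Signal: fluorescence, ex 355 nm, em 460 nm; Measure: % inhibition of thrombin; Controls: enzyme without compound as high, wells lacking enzyme as low.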
hK5 inh = human KLK5 protease inhibitors, primary screen, biochemical, 1536-well; Kallikrein-5 (Homo sapiens), Q9Y337; recombinant hK5, fluorogenic AMC substrate cleavage; inhibition, % at 5 µM; actives 0.59% (n = 210,000); AID 873, 2007;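 active means inhibition of 40% or more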;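 further: 0% = enzyme controls without compound and 100% = no-enzyme blanks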
Target sequence (Q9Y337 67-293 limits assumed): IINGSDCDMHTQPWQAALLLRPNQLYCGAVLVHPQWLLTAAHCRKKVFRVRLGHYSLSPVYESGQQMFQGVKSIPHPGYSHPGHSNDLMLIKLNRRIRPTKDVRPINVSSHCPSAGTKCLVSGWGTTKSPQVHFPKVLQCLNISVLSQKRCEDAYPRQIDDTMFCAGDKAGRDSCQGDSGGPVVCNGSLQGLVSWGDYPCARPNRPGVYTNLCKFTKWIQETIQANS
Hck Nef HTS = inhibitors of Nef-activated human Hck kinase, primary screen, biochemical, Z-Lyte FRET, 384-well, Hck-YEEI | Tyrosine-protein kinase HCK (Homo sapiens), P08631 | Recombinant Hck-YEEI plus Nef, Z-Lyte FRET kinase assay | inhibition, % at 20 µM | actives 0.68% (n = 220,000) | AID 463187, 2010;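 active means Hck-Nef kinase inhibition above about 50%, limit read from the data; inactive means inhibition below that limit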;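 further: 0% = DMSO with Hck plus Nef and 100% = Hck alone without Nef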
Runt-CBFb FRET = inhibitors of RUNX1 Runt–CBFb binding, primary screen, biochemical, FRET, Cerulean-Runt, Venus-CBFb, uHTS | Runt-related transcription factor 1 (Homo sapiens) + Core-binding factor subunit beta … | Cerulean-Runt/Venus-CBFb FRET ratio 530/480, 1 h | inhibition, % at 20 µM | actives 0.46% (n = 220,000) | AID 1496, 2009;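 active means inhibition over about 50% at 20 µM in the single-dose screen, limit read from the data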;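 further: 0% = DMSO wells and 100% = excess unlabeled CBFb competitor control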
Target sequence (Q01196 whole entry, looked up): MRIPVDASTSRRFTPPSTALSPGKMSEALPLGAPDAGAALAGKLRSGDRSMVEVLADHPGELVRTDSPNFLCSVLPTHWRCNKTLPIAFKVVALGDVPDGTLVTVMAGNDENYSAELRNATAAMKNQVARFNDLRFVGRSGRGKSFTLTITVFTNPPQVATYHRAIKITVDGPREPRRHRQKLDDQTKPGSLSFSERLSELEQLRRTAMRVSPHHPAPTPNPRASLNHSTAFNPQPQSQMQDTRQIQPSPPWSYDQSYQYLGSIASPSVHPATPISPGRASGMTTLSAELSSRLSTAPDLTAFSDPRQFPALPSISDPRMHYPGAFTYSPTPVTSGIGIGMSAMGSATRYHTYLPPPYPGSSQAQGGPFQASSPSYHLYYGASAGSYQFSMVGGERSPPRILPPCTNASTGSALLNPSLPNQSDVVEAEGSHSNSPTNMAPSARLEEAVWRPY
Target sequence (Q13951 whole entry, looked up): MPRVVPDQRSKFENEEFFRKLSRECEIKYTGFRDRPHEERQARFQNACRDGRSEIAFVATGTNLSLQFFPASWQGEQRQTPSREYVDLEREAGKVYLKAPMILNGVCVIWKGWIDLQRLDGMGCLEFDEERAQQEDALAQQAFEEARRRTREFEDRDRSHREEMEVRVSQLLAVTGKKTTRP
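System: Cerulean-labeled Runt domain protein | Quantity: 100 nM of each labeled protein | Schedule: 1 h compound exposure, room temperature | Detection: Fluorescence energy transfer, 422 nm excitation, 530/480 nm emission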
Runt-SMMHC FRET = inhibitors of RUNX1 Runt–CBFb-SMMHC binding, primary screen, biochemical, FRET, Cerulean-Runt, Venus-CBFb-SMMHC, uHTS. inhibition, % at 20 µM. Runt-related transcription factor 1 (Homo sapiens) + Core-binding factor subunit beta …. actives 0.74% (n = 220,000). Cerulean-Runt/Venus-CBFb-SMMHC FRET ratio 530/480, 1 h;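 active means mean inhibition across duplicate retests at 20 µM reaching about 50%, limit read from the data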;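 further: 0% = DMSO wells and 100% = wells with excess untagged CBFb-SMMHC; inhibitors lower the FRET ratio by blocking Runt binding to CBFb-SMMHC; some results filed as inactive read as strong as hits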
14-3-3 Bad inh = inhibitors of 14-3-3 zeta/Bad binding, primary screen, biochemical, TR-FRET, bovine 14-3-3 zeta; 14-3-3 protein zeta/delta (Bos taurus), P63103; TR-FRET 14-3-3zeta/Dy647-pBad peptide displacement, 1 h; inhibition, % at 21.7 µM; actives 0.71% (n = 220,000);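 active means inhibition above about 70%, limit read from the data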;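 further: 0% = full 14-3-3 plus peptide FRET controls and 100% = background without 14-3-3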
FXIIa inh = human FXIIa protease inhibitors, primary screen, biochemical, 1536-well; inhibition, % at 5 µM; actives 0.3% (n = 220,000); purified FXIIa, Boc-QGR-AMC fluorogenic substrate, 2 h; in the data active means inhibition above about 40%;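 further: 0% = enzyme with no compound and 100% = blank without enzyme; many of its hits are not listed in these tables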
FXIa inh = human FXIa protease inhibitors, primary screen, biochemical, 1536-well. Coagulation factor XI (Homo sapiens), P03951. purified FXIa, Boc-Glu-Ala-Arg-AMC fluorogenic substrate. inhibition, % at 5 µM. actives 0.14% (n = 220,000);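 active means inhibition of at least 40%; inactive means inhibition below 40%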;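 further: fluorescence of freed AMC excited at 355 nm; 0% = enzyme without compound and 100% = no enzyme blank; many of its hits are not listed in these tables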
Active calls of the source: *; / = no result given; [ ] = dose if it differs, or a comment. The order is random. About 4.2% of those tested had a hit in this group.

SMILES	Wee1 degr inh	Thrombin inh	hK5 inh	Hck Nef HTS	Runt-CBFb FRET	Runt-SMMHC FRET	14-3-3 Bad inh	FXIIa inh	FXIa inh
CC1CCN(C(=O)C2CCN(S(=O)(=O)c3cnc[nH]3)CC2)CC1	0	0	-7	-6	1	2	-9	10	-11
NC(CCCCCP(=O)(c1ccccc1)c1ccccc1)C(=O)O (stereo not drawn)	3	-5	3	0	-1	-1	-10	2	5
O=C(Nc1ccc(N2CCCCC2)cc1)c1ccc2c(c1)OCCO2	6	1	-3	3	3	2	5	8	0
Cc1sc2nc(SCC(=O)NCCO)n(C)c(=O)c2c1C	0	-2	-5	3	0	0	4[fluorescence artefact?]	3	-4
CC1CCCN(CCC(=O)Nc2ccc3c(c2)CCC3)C1 (stereo not drawn)	-1	-4	-12	8	0	-5	9[fluorescence artefact?]	4	-5
COc1ccc(N(CC(=O)N/N=C(\C)CCc2ccccc2)S(=O)(=O)c2ccc(C)cc2)cc1	-3	4	7	2	4	-5	3	11	5
Cc1ccc(C(=O)NC2CCN(CC(=O)Nc3cccc([N+](=O)[O-])c3)CC2)cc1	1	4	-2	19	0	-2	-14	3	-4
CCCCc1ccc(S(=O)(=O)NNC(=S)NCc2ccco2)cc1	0	-2	-23	1	0	7	-36[fluorescence artefact?]	13	5
O=C(Nc1ccc(F)cc1)C(c1ccccc1)N1CCN(S(=O)(=O)c2ccccc2)CC1 (stereo not drawn)	-2	-2	-4	1	0	0	10	6	7
COC(=O)C(NC=O)C(O)(Cc1ccccc1)C(F)(F)F (stereo not drawn)	-1	-9	-2	1	2	-3	7	-3	-6
COC(=O)c1ccc(OC(=O)C2CC(=O)N(c3cccc(C)c3)C2)cc1 (stereo not drawn)	3	9	-1	9	0	-6	-4	10	2
C/C(=N\N=C(/N)SC1CC(=O)N(c2ccccc2)C1=O)c1cccs1 (stereo not drawn)	-1	-7	-16	1	-1	4	0	8	-1
COC(=O)C1(C)NC(c2ccco2)C2C(=O)N(c3ccc(C)cc3)C(=O)C21 (stereo not drawn)	0	-5	23	-1	0	3	4[fluorescence artefact?]	-12	-5
CCO[C@H]1OC(C(=O)NC2CC2)=C[C@@H](C)[C@@H]1CCCO	-2	1	4	3	-1	2	1	9	1
C[C@H](NC(=O)OC(C)(C)C)c1nnc(SCC(=O)Nc2ccc(Br)cc2)o1	1	-7	0	6	-1	2	13	22	15
O=[N+]([O-])c1ccc2nc(SCc3cn4ccccc4n3)[nH]c2c1	0	-7	-21	0	7	-3	-9	7	-6
COc1ccc(N2CC(O)=C(c3nc(-c4ccc(Cl)cc4)cs3)C2=N)cc1	0	-11	-1	-4	5	2	8	8	-2
C=CCNC(=S)Nc1sc2c(c1C(=O)OCC)CCN(C(=O)OCC)C2	0	-3	-10	-21	0	0	-3	15	5
O=C1CC(=O)C(n2cncn2)C(c2ccc(Cl)cc2Cl)C1 (stereo not drawn)	-2	-6	-9	-1	0	3	4	6	-3
C=CCn1cc(C(=O)OC)c(=O)c2cc(S(=O)(=O)N3CCCCCC3)ccc21	2	-15	-3	20	1	-4	25	4	-6
CCCC(C)C(=O)Nc1ccc(C(N)=O)cc1 (stereo not drawn)	1	-12	-6	-1	-2	2	3[fluorescence artefact?]	-3	-1
Cc1cccc(-n2c(C)cc(/C=N/O)c2C)c1	-1	5	-2	1	1	-3	-15	12	4
Cc1ccccc1SCC(=O)NC1CCOC1=O (stereo not drawn)	0	1	-8	0	3	4	11	-5	5
O=C(CN1CCN(Cc2ccccc2)CC1)Nc1cccc(S(=O)(=O)N2CCCCCC2)c1	1	0	-25	12	-1	-2	-10	-4	-8
COC(=O)C1CCN(C(=O)COC(=O)c2ccc(OC)c(S(=O)(=O)N3CCCc4ccccc43)c2)CC1	-2	8	-3	13	-3	1	-3	-1	-4
Cc1cccc(-c2nnc(NC(=O)c3cccs3)s2)c1	2	-2	-8	-4	2	2	20[fluorescence artefact?]	5	-3
COc1ccc(Br)cc1-c1noc(-c2ccncc2)n1	-1	-2	3	0	0	-7	/	24	16
COc1ccc(-c2nn(-c3ccccc3)cc2/C=C/C(=O)N2CCOCC2)cc1OC	-1	-5	19	-1	-4	-3	-4	8	1
O=C(O)c1cnc(-c2ccccc2)nc1Oc1ccc(Cl)cc1	0	-4	13	26	0	-1	-19	7	-23
COc1ccc2c(c1)NC1(O)c3ccccc3C(=O)C21O (stereo not drawn)	-2	-3	-4	2	-1	3	-11	2	-8
Cc1cccc(-c2nc3c(c(SCC(=O)N4CCOCC4)n2)CCCC3)c1	-1	-3	-10	5	-5	-4	-1	8	-5
CCc1nc(SCC(=O)Nc2ccc(N(C)C)cc2)c2ccccc2n1	-4	1	3	25	5	4	-4	10	3
CSc1nc2ccc(NC(=O)NC(=O)c3c(F)cccc3F)cc2s1	4	0	-8	12	2	0	9	6	-9
COc1ccc(NC(=S)N(CCCN2CCOCC2)C(C)c2cc3cccc(OC)c3o2)cc1 (stereo not drawn)	1	-5	-2	20	-2	2	-12	2	-3
O=C(O)CN1C(=O)/C(=C/c2ccc(SCc3ccccc3)o2)SC1=S	-4	5	-4	73*	70*	32	6	15	-12
Cc1c(NS(=O)(=O)c2ccc(N(C)C3CCCCC3)c([N+](=O)[O-])c2)c(=O)n(-c2ccccc2)n1C	-2	-2	0	0	-4	-6	16[fluorescence artefact?]	-1	-6
Nc1nnc(SCc2c(F)cccc2Cl)s1	0	-5	-3	15	0	1	-3	2	-1
COc1ccc(CCCC(=O)N/N=C/c2cccc(OC)c2O)cc1C	-2	3	-26	2	2	8	-18	7	3
CCC1CCc2c(sc(NC(=O)c3ccco3)c2C(N)=O)C1 (stereo not drawn)	5	-4	6	20	-1	6	-6[fluorescence artefact?]	-1	-5
CCOC(=O)c1c(NC(=O)CSc2nc3c(c(=O)n(C)c(=O)n3C)n2C(C)C)sc(C)c1C	1	-8	1	-1	-1	0	-2	1	0
O=C(CSc1nnc(NC(=O)C2CCC2)s1)Nc1ccc(N2CCOCC2)cc1	-2	-14	-15	0	-2	1	-9[fluorescence artefact?]	10	-9
Cc1oc(CC(C)C)cc1C(=O)NCCCC(=O)O	-3	-2	-6	14	/	/	-4	4	-7
Cc1ccc(C(=O)Nc2ncc3c(Cl)cccc3n2)cc1	2	-4	1	-2	-1	1	15	-6	-9
O=C(NCc1ccccn1)c1cnc2sccn2c1=O	2	-2	-2	-1	-2	-1	12	12	4
CC(NC(=O)c1ccc(NS(C)(=O)=O)cc1)c1ccccc1 (stereo not drawn)	-1	-29	-25	12	0	3	0[fluorescence artefact?]	4	4
COc1ccc(/C=N/NC(=O)c2ccc3c(c2)OCCO3)cc1[N+](=O)[O-]	2	-11	1	0	-1	0	2	12	1
Cc1ccc(C(C(=O)NCc2ccco2)N(C(=O)CNC(=O)c2cccs2)c2c(C)cc(C)cc2C)cc1 (stereo not drawn)	11*	-5	-7	4	0	1	-10	9	-6
c1ccc(OCc2nc3c4c(ncn3n2)-c2ccccc2CC42CCCC2)cc1	7	-4	-19	2	2	0	0	8	8
COc1cc2c(cc1C=O)OC(C)C2 (stereo not drawn)	-1	12	-5	32	-4	-3	5	13	1
CON/C=C(\C=Nc1ccc(F)cc1)c1ncc(C(F)(F)F)cc1Cl	1	-2	-18	0	-3	-5	-9	14	-3
COc1ccc(/C=N/NC(=O)C(=O)Nc2ccccn2)cc1OC	0	4	-15	1	-1	-3	3[fluorescence artefact?]	16	5
c1cnn(-c2nc(N3CCOCC3)nc(N3CCOCC3)n2)c1	5	2	-40	7	1	1	5	1	-7
O=C(NCCCO)/C(=C/c1ccco1)NC(=O)c1ccc(Br)o1	1	-8	-4	0	-1	-6	-9[fluorescence artefact?]	-4	-4
O=C(CNC(=O)C1CCCCC1)Nc1cc(Cl)cc(Cl)c1	0	-6	-1	1	0	-2	7	5	-1
Nc1c([N+](=O)[O-])cnnc1-c1ccccc1	0	-8	-5	0	1	2	-6	0	-3
Cc1ccc(-c2ccc(SCC(=O)NCC3CCCO3)nn2)cc1 (stereo not drawn)	1	3	-13	-21	-1	0	11	6	-2
CN1CCN(NC(=O)c2cccc(S(=O)(=O)N3CCCCCC3)c2)CC1	0	-2	/	9	0	-4	0	11	1
COc1ccc(N(C(=O)/C=C/c2ccc(OC)c(OC)c2)C2=CC3CCC(C2)N3C)cc1 (stereo not drawn)	0	0	-1	24	2	-33	-11	11	2
Cn1cc(C=C2C(=O)OC3(CCCCC3)OC2=O)c2ccccc21	-2	3	5	-8	-15	-24	4	8	-1
CCN(CC)c1ccc(/C=N/OC(C)C(=O)Nc2ccc(C)cc2)cc1 (stereo not drawn)	0	-7	4	3	0	3	-1	11	3
Next compounds follow.
SMILES	Wee1 degr inh	Thrombin inh	hK5 inh	Hck Nef HTS	Runt-CBFb FRET	Runt-SMMHC FRET	14-3-3 Bad inh	FXIIa inh	FXIa inh
Cc1cc(C(=O)CSc2nnnn2-c2ccccc2)c(C)n1-c1ccc2c(c1)OCO2	1	-4	-23	2	2	0	-20	3	-4
O=C(NCCCN1CCCC1=O)c1ccc2c(c1)ncn2C1CCCCC1	-1	17	12	1	0	1	4	7	3
Cn1cnnc1SCC(=O)NC(=O)NC1CCCC1	-1	0	-14	-3	0	2	-2	-15	5
O=C(NNS(=O)(=O)c1ccc(F)c(Cl)c1)c1cccc(S(=O)(=O)N2CCOCC2)c1	-1	-6	-4	1	0	-2	-1	13	0
COc1ccc(C(=O)OCC(=O)NC(=O)NC2CCCC2)c(OC)c1	6	-8	-4	6	-1	2	-6	1	-5
Cc1cccc(N2C(N)=C(C#N)C(C#N)(C#N)C2c2ccccc2)c1 (stereo not drawn)	5	2	-35	1	2	3	22[fluorescence artefact?]	14	1

Another view of three compounds above.
Screens in order – Wee1 degr inh, Thrombin inh, hK5 inh, Hck Nef HTS, Runt-CBFb FRET, Runt-SMMHC FRET, 14-3-3 Bad inh, FXIIa inh, FXIa inh
Cc1cc(C(=O)CSc2nnnn2-c2ccccc2)c(C)n1-c1ccc2c(c1)OCO2
 : 1, -4, -23, 2, 2, 0, -20, 3, -4
O=C(NCCCN1CCCC1=O)c1ccc2c(c1)ncn2C1CCCCC1
 : -1, 17, 12, 1, 0, 1, 4, 7, 3
Cn1cnnc1SCC(=O)NC(=O)NC1CCCC1
 : -1, 0, -14, -3, 0, 2, -2, -15, 5
